From PubChem
HBB splice mod: modulators of hemoglobin beta chain splicing. HBB splicing reporter cell assay, activation; EGFP reporter with mutant IVS2-654 intron; response scale: normalised to 500 nM splice-correcting PNA. Potency, µM (doses to about 46.1 µM), without a hit: at the highest dose activation, hits mostly activators. 65,000 tested, 0.06% active. AID 925; also: potency is read from the fitted curve at half-maximal effect; 0% is about no effect
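Compounds were applied for 2 days to HeLa EGFP-654 cells, 500/well in Optimem with 2% FCS. The reporter's EGFP is disrupted by mis-splicing of beta-globin intron IVS2-654. Readout: summed well GFP fluorescence from 488 nm laser scanning; reference was 500 nM antisense […] 654 PNA.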
Tau filament bind: binds recombinant human tau filaments. P10636. recombinant tau filaments, thioflavin S fluorescence, 15 h; filaments grown with octadecylsulfate alongside compound. Potency, µM (titrated, usually from 57.1 µM), without a hit: at the highest dose activity change, negative = inhibition. 71,000 tested, 2% active;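 also: potency is read from the fitted curve at half-maximal effect; % is scaled to controls: 0 for no effect and ±100 for the full control effect; actives lower thioflavin S fluorescence by blocking filaments or displacing dye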
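His-tagged recombinant human tau (exons 2, 3 and 10 included), 1 uM, was induced to fibrillize by 30 uM sodium octadecylsulfate with compound present. After 15 h at 37 C, thioflavine S fluorescence (ex 450, em 510 nm) was read.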
Rhodamine autofl: compound fluoresces in the rhodamine spectral region | Rhodamine-region fluorescence, 547/598 nm, Tris buffer; stronger effect = higher value | max dye-equivalent concentration, M | 59,000 tested, 0.05% active | AID 594; in the data active = max dye-equivalent concentration above about 11 nM; inconclusive = between about 1.1 nM and that limit
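A six-point rhodamine series on each plate calibrates the signal. Compounds sit in 100 mM Tris (pH 8.0) for 15 min at ambient temperature before imaging through 547 nm/598 nm filters.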
ERK AVP block: vasopressin-driven ERK pathway inhibition. HEK293-V1b, vasopressin-stimulated pERK AlphaScreen. Potency, µM (highest dose often 57.5 µM), for inactives: at the highest dose activity, negative = inhibition, most hits filed as inhibitors. 72,000 tested, 0.99% active; also: potency is read from the fitted curve at half-maximal effect; % is scaled to controls: 0 for no effect and ±100 for the full control effect; nearly all actives have a fitted effect of over 55% in size
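Overnight-seeded V1b-HEK293 cells in 1% FBS got compound, then vasopressin (25 nM final, 5 min, 37C), then lysis buffer. AlphaScreen detection of phospho-ERK; activity normalized to basal and full-stimulation controls.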
DNA Pol III inh: inhibitors of bacterial DNA polymerase III holoenzyme; reconstituted DNA polymerase III holoenzyme replication, biochemical; Potency, µM (top dose mostly 57.1 µM), for the others: top-dose activity change, negative = inhibition; 71,000 tested, 0.25% active; also: potency is read from the fitted curve at half-maximal effect; % is scaled to controls: 0 for no effect and ±100 for the full control effect
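Reconstituted *E. coli* holoenzyme (0.35 nM Pol III, 1 nM beta, 154 nM SSB, 2 nM primase) was preincubated with compound for 15 min at RT. Synthesis on 1.4 nM ssM13Gori ran 35 min, then was stopped with PicoGreen/EDTA and read as dsDNA fluorescence.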
FLuc inh: blocks Photinus pyralis firefly luciferase activity. Potency, µM (titrated, usually from 57.1 µM), for the others: at the highest dose activity change, negative = inhibition, hits mostly inhibitors. purified firefly luciferase, luminescence, 8 min. 72,000 tested, 2.2% active; also: potency is read from the fitted curve at half-maximal effect; % is scaled to controls: 0 for no effect and ±100 for the full control effect; nearly all actives have a fitted effect of over 40% in size
Target sequence (P08659 whole entry, looked up): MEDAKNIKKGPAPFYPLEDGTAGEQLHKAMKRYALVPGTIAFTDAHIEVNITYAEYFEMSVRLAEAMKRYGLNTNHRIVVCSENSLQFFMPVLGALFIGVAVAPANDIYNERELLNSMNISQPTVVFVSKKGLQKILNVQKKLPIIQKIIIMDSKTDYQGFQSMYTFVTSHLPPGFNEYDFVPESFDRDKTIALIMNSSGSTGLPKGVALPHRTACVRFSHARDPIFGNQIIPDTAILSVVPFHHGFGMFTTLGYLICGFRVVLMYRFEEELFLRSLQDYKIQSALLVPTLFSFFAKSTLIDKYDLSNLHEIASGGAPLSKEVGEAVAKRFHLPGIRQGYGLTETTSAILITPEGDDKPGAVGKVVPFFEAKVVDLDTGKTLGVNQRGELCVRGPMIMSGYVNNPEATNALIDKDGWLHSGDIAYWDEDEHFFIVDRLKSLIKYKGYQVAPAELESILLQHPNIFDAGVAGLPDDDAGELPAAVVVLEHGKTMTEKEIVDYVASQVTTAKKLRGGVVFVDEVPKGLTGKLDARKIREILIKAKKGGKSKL
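Here, luciferase activity is measured as luminescence following an 8 min room-temperature reaction at 10 uM ATP, pH 7.2. Every library sample is titrated.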
Hsp90 Hop PPI: changes Hsp90-Hop TPR2A binding signal, up or down; AID 595; Potency, µM (top dose mostly 57 µM), for inactives: at the highest dose activity change, negative = inhibition; 71,000 tested, 0.44% active; AlphaScreen TPR2A-His6 binding biotin-Hsp90 C-terminal peptide; active = well fitted curve in either direction with a large enough effect; inconclusive = small, poorly fitted or top-dose-only effect, or another doubt; also: potency is read from the fitted curve at half-maximal effect; % is scaled to controls: 0 for no effect and ±100 for the full control effect; many of its hits are not listed in these tables
ALOX15 inhib: blocks human 15-lipoxygenase activity. AID 887. P16050. 74,000 tested, 1.4% active. Potency, µM (titrated, usually from 57.1 µM), inactives show at the top dose activity change, negative = inhibition, actives largely listed as inhibitors. purified 15hLO-1, xylenol orange hydroperoxide absorbance; also: potency is read from the fitted curve at half-maximal effect; % is scaled to controls: 0 for no effect and ±100 for the full control effect; nearly all actives have a fitted effect of over 55% in size
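40 nM 15hLO-1 + cpd, 15 min RT; start w/ 50 uM AA (final), 6 min RT; stop/detect w/ 200 uM XO + 300 uM Fe(II) in 50 mM H2SO4, 30 min; A573/A405. Buffer 25 mM Hepes pH 7.5, 0.01% Triton X-100. No-enzyme wells as negative control.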
Texas Red fluor: compounds fluorescent in Texas Red spectral region; Compound fluorescence, Texas Red channel, 547/618 nm; stronger effect = higher value; max dye-equivalent concentration, M; 59,000 tested, 0.06% active; in the data active = max dye-equivalent concentration above about 10 nM; inconclusive = between about 1.1 nM and that limit
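Fluorescence at ex 547/em 618 nm, normalized against an on-plate Texas Red standard series to give dye-equivalent concentration per compound concentration. Buffer 100 mM Tris, pH 8.0; 15 min RT incubation before CCD imaging.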
HADH2 inhib: HADH2 (human) dehydrogenase inhibition; Q99714; recombinant HADH2, NADH fluorescence, beta-hydroxybutyryl-CoA; Potency, µM (highest dose often 57.1 µM), for the others: top-dose activity change, negative = inhibition, actives largely listed as inhibitors; 73,000 tested, 3.4% active; AID 886; also: potency is read from the fitted curve at half-maximal effect; % is scaled to controls: 0 for no effect and ±100 for the full control effect; nearly all actives have a fitted effect of over 60% in size; many of its hits are not listed in these tables
Target sequence (Q99714 whole entry, looked up, one chain of several): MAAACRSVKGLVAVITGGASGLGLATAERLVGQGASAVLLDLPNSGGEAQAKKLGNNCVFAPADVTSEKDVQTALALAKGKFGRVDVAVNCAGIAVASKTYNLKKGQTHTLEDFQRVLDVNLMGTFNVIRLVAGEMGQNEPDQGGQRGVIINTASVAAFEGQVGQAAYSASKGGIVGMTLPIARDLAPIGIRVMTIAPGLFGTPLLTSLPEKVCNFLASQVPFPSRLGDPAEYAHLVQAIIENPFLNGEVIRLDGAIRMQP
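Activity measured as NADH fluorescence gain (360/450 nm), taken as the change between first and last reads of a 4-min kinetic run. Conditions: pH 9.0 Tris buffer, 20 nM E. coli-expressed His-tagged enzyme, 1 mM NAD+, 90 uM beta-hydroxybutyryl-CoA; 15-min compound preincubation.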
CRE Fsk mod: modulators of forskolin-stimulated CRE signaling in CHO cells | Potency, µM (titrated, usually from 38.2 µM), inactives show top-dose activity change, negative = inhibition, actives largely listed as activators | 71,000 tested, 2.5% active | CHO CRE-bla reporter (cAMP response element driving beta-lactamase), forskolin EC10, beta-lactamase ratio; active = well fitted activation curve with a large enough effect in the signal ratio, with a control signal flat, not every such curve was filed as active; inconclusive = small, poorly fitted or top-dose-only effect, or effect the other way, or a change in a side signal; the % refers to the signal ratio; also: potency is read from the fitted curve at half-maximal effect; % of control where 0% means no effect
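CHO CRE-bla cells, overnight plating in Opti-MEM with 0.5% dialyzed FBS; cpd titration + EC10 NKH 477, 3 h 37 °C; CCF4 2 h RT; ex 405/em 460 vs 530 ratio → %Activity, AC50.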
An asterisk follows results filed as active; i = inactive; ? = inconclusive; nt = not tested or not shown; & = joins results of further samples; [ ] = another dose, or the depositor's remark. Unless noted, calls follow the shape of the dose curve; as a rule, active = well fitted curve in the direction sought with a large enough effect; inconclusive = small, poorly fitted or top-dose-only effect, or another doubt; inactive = no such curve, though single readings can be large; an effect the other way counts as inactive or inconclusive. An excerpt; the hit share may differ from the screen's.

compound	ERK AVP block	Texas Red fluor	HADH2 inhib	FLuc inh	HBB splice mod	ALOX15 inhib	Rhodamine autofl	CRE Fsk mod	Tau filament bind	Hsp90 Hop PPI	DNA Pol III inh
COC(=O)CNC(=O)C1CCCN1C(=O)OC(C)(C)C (stereo not given)	27%	i	24%	5%	nt	6%	i	6%	-13%	67%	0%
Cc1ccc(C)n1-c1ccc(-c2nnc3n2CCCCC3)s1	-6%	i	6%	0%	1.4%	8%	i	?	4%	-7%	-4%
CC(C)OC(=O)CN1CCN(S(=O)(=O)c2cc(Cl)ccc2Cl)CC1	10%	i	5%	1%	1.1%	3%	i	13%	-1%	-2%	5%
CCOC(=O)c1c(C)c(C(=O)NCc2ccco2)c(C)n1Cc1ccccc1	-6%	i	-12%	0%	-0.7%	-15%	i	0%	-1%	-5%	-3%
COC(=O)c1ccc(CSc2nnc3n(Cc4ccccc4OC)c(=O)c4ccccc4n23)o1	5%	?	?	-8%	-0.2%[57.5 µM]	?	i	-1%	-5%	-6%	-8%
CC(C)Nc1nc2n(c(=O)n1)CCN2C(C)C	-13%	i	-35%	1%	-0.3%	10%	i	-2%	1%	-2%	-4%
Cc1cc(NC(=O)COc2nnc(-c3ccccc3)c3ccccc23)no1	8%	i	8%	2%	0.0%[57.5 µM]	-5%	i	5%	2%	-4%	-2%
Cc1nn(Cc2ccccc2Cl)c(C)c1C(=O)NC1=NCCS1	12%	?	4%	-2%	-1.0%	-4%	i	-2%	15%	-3%	-4%
CC(=O)N1CCCc2cc(S(=O)(=O)N3CCN(C4CCCCC4)CC3)ccc21	28%	i	-5%	1%	-0.5%	-12%	i	?	1%	?	3%
Cc1ccccc1C(C(=O)NCc1ccco1)N(CC1CCCO1)C(=O)Cn1nnc2ccccc21 (stereo not given)	-9%	i	8%	4%	nt	1%	i	-7%	3%	-1%	-4%
Cc1cc(N=Cc2c(CO)cnc(C)c2O)c(N=Cc2c(CO)cnc(C)c2O)cc1C.[Zn]	15%[11.5 µM]	?	0%[11.4 µM]	0%[11.4 µM]	0.7%[9.22 µM]	?	i	1%[7.6 µM]	16%[11.4 µM]	-6%[11 µM]	-11%[11.4 µM]
Cc1cccc(Nc2nc(NCc3ccco3)nc(N3CCOCC3)n2)c1	-26%	i	4%	-5%	0.1%[57.5 µM]	-6%	i	17%	-2%	-4%	-1%
COc1ccccc1N1CCN(C(=O)c2cc(-c3cccc(Cl)c3)on2)CC1	15%	i	-12%	0%	0.6%	-9%	i	?	-11%	1%	5%
CCOC(=O)c1sc2ncnc(OC)c2c1C	-5%	i	12%	1%	4.0%[1.84 µM]	6%	i	?	-5%	0%	1%
CCc1nnc(NC(=O)CSc2nnc3c4ccccc4n(C)c3n2)s1	-1%	i	1%	0%	0.0%[57.5 µM]	1%	i	-3%	3%	-3%	0%
Cc1ccc(S(=O)(=O)NC(=O)NN2C[C@H]3CCC[C@@H]3C2)cc1	19%[25.7 µM]	i	-13%[25.6 µM]	12%[25.5 µM]	0.2%[20.6 µM]	6%[25.6 µM]	i	0%[17.1 µM]	5%[25.6 µM]	-5%[26 µM]	-4%[25.6 µM]
CCCCCN=Cc1c(C)[nH]n(-c2nc3ccccc3s2)c1=O	-17%	nt	-11%[11.4 µM]	7.9µM*	-1.5%[0.0738 µM]	57%[activator][11.4 µM]	nt	?	35%[11.4 µM]	-5%[11 µM]	-5%[11.4 µM]
CO[C@@H]1COC(=O)C/C=C\[C@H](C)[C@@H](NS(=O)(=O)c2ccc(C)cc2)COC(=O)C/C=C\[C@@H]1C	10%&7%[11.5 µM]	nt	13%&7%[11.4 µM]	2%&1%[11.4 µM]	1.1%&0.0%[9.22 µM]	9%&8%[11.4 µM]	nt	nt	nt	nt	nt
COc1ccc2oc(-c3ccc(O)cc3)cc(=O)c2c1	40µM*	i	-2%	?	nt	-14%[25.6 µM]	i	16µM*	?	-10%	-8%
COc1ccccc1-c1nnc(SCC(=O)NC2CCCCC2)o1	-7%	nt	-12%	-2%	0.0%	-3%	nt	-5%	4%	-4%	1%
O=C(CSc1nc(O)cc(=O)[nH]1)N1CCCc2ccccc21	-20%	i	6%	2%	-1.6%	-1%	i	-25%	-5%	0%	0%
Cn1c(=O)c2c(-c3ccccc3)n(Cc3ccccn3)cc2n(C)c1=O	-4%	i	13%	3%	-0.3%[57.5 µM]	14%	i	-3%	14%	-24%	4%
Cc1nc2cc(NC(=O)NCc3ccco3)ccc2n1C	-16%	i	-1%	-6%	-0.1%	-3%	i	12%	-5%	-1%	-3%
O=C(c1ccccc1)N1CCN(C(=O)N2CCOCC2)CC1	7%	nt	7%[11.4 µM]	-2%	-0.8%[0.0738 µM]	4%[11.4 µM]	nt	?	22%[11.4 µM]	-2%[11 µM]	5%[11.4 µM]
COc1ccc(-n2cc(-c3ccccc3)c3c(N4CCN(CCO)CC4)ncnc32)cc1	-15%	i	4%	1%	1.6%[0.369 µM]	0%	i	23%	71%	-15%	-4%
C=CCSc1n[nH]c(-c2ccc(OCCC)cc2)n1	54%[activator]	i	0%	-4%	-0.9%	-11%	i	10%	34%	3%	0%
COc1cc(CCC(=O)OCn2nnc3ccccc3c2=O)cc(OC)c1OC	-2%	i	-6%	2%	0.2%	-6%	i	15%	-7%	-1%	-3%
CCOc1nc(-c2ccccc2)ccc1-c1noc(-c2ccco2)n1	12%	i	25µM*	2%	-0.3%	-10%	i	15%	2%	5%	-5%
COc1ccccc1N(CC(=O)Nc1ccccc1C(=O)NCC(C)C)S(C)(=O)=O	-2%	i	9%	1%	-1.0%	-1%	i	-4%	13%	-11%	4%
CCCn1nnc(NC(=O)c2ccccc2Cl)n1	-3%	?	1%	1%	2.4%	4%	i	-5%	-5%	-2%	-8%
CCC(=O)Nc1ccc(NC(=O)CSc2nnnn2C(C)C)cc1	2%	i	-18%	-1%	0.5%[57.5 µM]	-26%	i	-2%	4%	-2%	-5%
Cn1c(NCc2ccccc2O)nc2ccccc21	-25%	i	5%	0%	-2.8%	-1%	i	6%	-8%	-5%	0%
Cc1noc(C)c1C(=O)N1CCC2(CC1)CCN(c1ncccn1)CC2	-26%	i	15%	0%[11.4 µM]	1.5%	0%	i	0%	14%	-5%	-1%
O=C1CC(O)(C(F)(F)F)Oc2c1ccc1ccccc21 (stereo not given)	16µM*	nt	20%	-4%	-1.0%[9.22 µM]	-8%	nt	?	-30%	4%	-6%
COc1ccc(N2C(=O)C(CC(=O)Nc3ccccc3)N(Cc3ccc4c(c3)OCO4)C2=O)cc1 (stereo not given)	1%	i	2%	4%	-4.6%	11%	i	?	-6%	-3%	-1%
CCCCOC(=O)Nc1ccc(C(=O)OCCC)cc1	7%	nt	-1%	-4%	-4.6%	-5%	nt	4%	22%	25%	-6%
C[C@@]1(C(NS(=O)(=O)c2cccc3cccnc23)c2ccc(-c3ccccc3)cc2)C[C@H]1C1CCCCC1 (stereo not given in full)	2%	nt	-1%	nt	3.7%	nt	nt	-6%	-2%	-12%	-7%
COc1ccc(C(=O)N2CC3(C)CC2CC(C)(C)C3)cc1 (stereo not given)	5%	?	26%	-2%	-2.2%	11%	i	1%	-9%	-1%	0%
Cc1ccc(NC(=O)CSc2nnc(NC(=O)CN3CCOCC3)s2)cc1	-9%	i	5%	4%	-2.0%[57.5 µM]	12%	i	2%	9%	-1%	4%
CCN1CCN(C(=O)CS(=O)(=O)Cc2nc(-c3ccc(C)cc3)oc2C)CC1	-7%	nt	1%	-4%	-0.6%	-1%	nt	-8%	-8%	0%	-6%
CCOc1ncccc1C(=O)Nc1ccc(-c2cn3ccsc3n2)cc1	-10%	i	-12%	0%	0.3%[57.5 µM]	3%	i	?	22%	-2%	-12%
O=C(CCCOc1ccccc1)n1nnc2ccccc21	-6%	nt	-7%	-2%	-0.8%[9.22 µM]	-8%	nt	-8%	3%	-3%	-7%
C=C(C)c1cccc(C(C)(C)NC(=O)N2CCN(CC)CC2)c1	13%	i	5%	0%	-1.8%	-2%	i	3%	-12%	-8%	6%
COc1ccc(NC(=O)CN2CCN(CC(=O)Nc3ccc(OC)c(OC)c3)CC2)cc1	-3%	i	-4%	-1%	-1.9%	-3%	i	?	-7%	1%	0%
c1ccc(Nc2nc(-c3cccnc3)nc3ccccc23)cc1	-26%	i	23%	-1%[2.29 µM]	-0.1%	4%	i	10µM*	10%	11%	-9%
